Bioassay records from PubChem BioAssay.
Mdm2-MdmX inh: disrupts the human Mdm2-MdmX interaction. SaOS-2 split-luciferase Mdm2/MdmX complementation, luminescence. O15151+Q00987. 3% of 330,000 active. inhibition, % at 8 µM;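 active means inhibition of at least 50% at 8 µM in the primary screen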
Target sequence (O15151 whole entry, looked up): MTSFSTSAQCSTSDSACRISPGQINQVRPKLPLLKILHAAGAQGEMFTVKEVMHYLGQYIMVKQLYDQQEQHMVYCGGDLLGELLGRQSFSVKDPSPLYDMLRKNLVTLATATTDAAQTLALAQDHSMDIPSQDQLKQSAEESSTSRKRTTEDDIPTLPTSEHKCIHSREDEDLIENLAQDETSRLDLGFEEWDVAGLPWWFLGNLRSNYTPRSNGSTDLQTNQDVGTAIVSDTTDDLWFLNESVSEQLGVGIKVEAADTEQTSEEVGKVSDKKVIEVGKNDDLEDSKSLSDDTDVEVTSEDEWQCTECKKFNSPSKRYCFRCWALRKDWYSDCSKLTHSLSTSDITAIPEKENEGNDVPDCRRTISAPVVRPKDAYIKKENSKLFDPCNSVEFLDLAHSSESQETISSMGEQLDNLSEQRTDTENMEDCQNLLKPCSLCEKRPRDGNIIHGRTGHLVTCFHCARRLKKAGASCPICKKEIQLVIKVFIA
Target sequence (Q00987 whole entry, looked up): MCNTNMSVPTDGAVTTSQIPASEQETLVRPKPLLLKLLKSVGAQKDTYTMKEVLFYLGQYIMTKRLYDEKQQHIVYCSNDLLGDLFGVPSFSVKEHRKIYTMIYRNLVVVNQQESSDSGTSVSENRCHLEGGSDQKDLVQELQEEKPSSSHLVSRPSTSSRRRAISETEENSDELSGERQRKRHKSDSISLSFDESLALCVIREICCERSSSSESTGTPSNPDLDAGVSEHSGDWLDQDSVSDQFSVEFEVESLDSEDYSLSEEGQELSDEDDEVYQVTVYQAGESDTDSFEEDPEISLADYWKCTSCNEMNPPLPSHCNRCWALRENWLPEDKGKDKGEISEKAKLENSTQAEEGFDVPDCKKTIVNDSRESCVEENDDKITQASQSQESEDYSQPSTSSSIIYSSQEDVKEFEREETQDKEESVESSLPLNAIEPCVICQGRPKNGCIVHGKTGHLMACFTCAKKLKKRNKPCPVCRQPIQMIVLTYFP
APJ agonist: activates the human apelin receptor APJ; CHO-K1 APJ PathHunter beta-arrestin, luminescence; 0% DMSO wells, 100% apelin; AID 2520; 0.11% of 330,000 active; activation, % at 20 µM; P35414;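 active means activation more than six SD over the plate average, tested at 20 µM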;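 further: 0% = DMSO alone and 100% = apelin-13 at 10 nM; some results filed as inactive read as strong as hits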
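Test system: CHO-K1 APJ beta-arrestin complementation cell line | Compound: Single test compound dose, 20 µM final, 1% DMSO | Incubation: Compound 90 min 25 °C, reagent 1 h | Measured by: beta-gal luminescence | Read-out basis: APJ–arrestin association signal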
tim10-1 inh: inhibits growth of tim10-1 mutant yeast. 2.2% of 330,000 active. AID 463190. S. cerevisiae tim10-1 ts strain growth, BacTiter-Glo, 24 h. inhibition, % at 20 µM;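 active means inhibition of at least 40%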;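 further: mutant grown at 25 °C; 0% = DMSO wells with yeast and 100% = wells holding no yeast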
TIM10 inh: inhibits growth of TIM10 yeast strain. S. cerevisiae TIM10 strain growth, BacTiter-Glo luminescence, 24 h. inhibition, % at 10 µM. 1.4% of 330,000 active. AID 463195;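 active means inhibition of 40% or more at the single tested concentration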;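 further: wild-type TIM10 isogenic control strain grown at permissive 25 °C; 0% = DMSO yeast wells and 100% = minimal medium wells without yeast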
NR3A LBD binder: NR3A (human) ligand-binding domain modulation | AID 1259313 | Tm shift relative to glycine control, % at 25 µM | 2.5% of 340,000 active | NR3A LBD differential scanning fluorimetry, Tm shift; 0% = protein alone, 100% = glycine-bound protein;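 active means melting temperature shift of at least 10% of the positive control shift, at one fixed dose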
UPR XBP1 act: adaptive UPR (XBP1) activation | CHO-XBP1 luciferase reporter, IRE1-XBP1 UPR activation, luminescence; percent of tunicamycin response, DMSO as zero | 0.33% of 330,000 active | activation, % at 20 µM;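 active means versus positive control, 20 µM dose yields 30% or more activation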;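 further: 100% = tunicamycin at 10 µg/mL and 0% = DMSO only wells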
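Assay system: IRE1-XBP1 luciferase reporter CHO line. Input: 1000 cells/well. Buffer or medium: F12 with 10% serum. Doses: 20 µM, 1% DMSO. Times: overnight seeding at 37 °C, 6 h compound treatment at 37 °C. Technique: Steady-Glo luciferase glow luminescence, 10 min after reagent addition.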
tim23-1 inh: inhibits growth of tim23-1 mutant yeast | S. cerevisiae tim23-1 growth, BacTiter-Glo luminescence, 24 h | 1.3% of 330,000 active | inhibition, % at 20 µM | AID 463212;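 active means growth inhibition of the mutant yeast at or above 50%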;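 further: temperature-sensitive mutant grown at 25 °C; plate controls were DMSO-treated mutant yeast for no effect and medium wells lacking yeast for full effect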
CHOP UPR activ: apoptotic UPR (CHOP) activation; 0.34% of 330,000 active; CHO-CHOP luciferase reporter, luminescence; percent of tunicamycin response over DMSO baseline; activation, % at 10 µM;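 active means at 10 µM dose, activation of 40% or more, normalized to positive control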;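 further: 100% = tunicamycin at 10 µg/mL and 0% = DMSO alone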
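System: CHO CHOP reporter cells. Amount: 500 cells per well. Buffer or medium: F12 medium, 10% FBS. Compound dosing: one dose, 10 µM in 0.5% DMSO. Incubation: 6 h compound exposure at 37 °C after overnight seeding. Technique: Steady-Glo luciferase luminescence. Benchmarks: tunicamycin and DMSO controls.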
NLRP3 yeast inh: inhibitors of NALP3 inflammasome in yeast; AID 2825; Yeast reconstituted NLRP3/ASC/caspase-1, beta-gal luminescence, 24 h; 0.39% of 330,000 active; inhibition, % at 10 µM;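 active means inhibition of 50% or more; inactive means inhibition below 50%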;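 further: plate controls were induced DMSO wells for no effect and uninduced yeast grown without galactose for full effect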
Active calls of the source: *; · = not tested or not shown; & = joins results of further samples. This is a subset; count on the stated rates, not on these rows.

Field names: A = Mdm2-MdmX inh; B = APJ agonist; C = tim10-1 inh; D = TIM10 inh; E = NR3A LBD binder; F = UPR XBP1 act; G = tim23-1 inh; H = CHOP UPR activ; I = NLRP3 yeast inh
1) O=C1CC(=O)N(c2cccc(F)c2)C(=O)N1
  A = 2; B = 2; C = -8; D = -8; E = -1; F = 2; G = -5; H = 0.3; I = 10

2) Cc1ccc(NP(=O)(Oc2ccccc2F)Oc2ccccc2F)cc1
  A = 9; B = -3; C = 23; D = 39; E = -13; F = -2; G = 36; H = 0.0; I = 16

3) O=C(NC1CC2CCCC(C1)N2)c1ccccc1 (centres undefined)
  A = 7; B = 0; C = -6; D = -2; E = 2; F = -6; G = -16; H = -1.4; I = 19

4) CCCCOc1ccc(CC2C(=O)N(C)C(=O)N(C)C2=O)cc1
  A = 9; B = -1; C = 21; D = -9; E = 0; F = -2; G = -1; H = 0.6; I = 15

5) Cc1cccc(C#N)c1
  A = 8; B = -2; C = -7; D = 4; E = 2; F = -2; G = -11; H = 0.0; I = -1

6) Nc1nnc(CCN2CCCCC2)s1
  A = 30; B = -2; C = -1; D = -1; E = 0; F = -3; G = -10; H = -1.5; I = -6

7) CC(=O)O[C@@H]1[C@H]2CC[C@@H]3[C@]1(C[C@@H](OC(C)=O)[C@@]1(O)C([C@@H]4O[C@@H]4C1(C)C)[C@]3(C)O)C[C@@]2(C)O (some centres undefined)
  A = 13; B = 10; C = -19; D = -2; E = -2; F = 4; G = -13; H = 2.6; I = 2

8) Cc1cc(Cl)ccc1C(=O)C1CCCN(Cc2ccon2)C1 (centres undefined)
  A = -9; B = -2; C = 11; D = 20; E = -3; F = -3; G = 18; H = -1.0; I = 5

9) COc1ccc(CCNCc2ccc(SC)cc2)cc1
  A = 11; B = -3; C = 0; D = -4; E = -1; F = -5; G = -3; H = -0.2; I = 46

10) O=C1NC(=O)N(c2ccc3c(c2)OCO3)C(=O)/C1=C\c1ccsc1
  A = -8; B = 2; C = 3; D = 6; E = 1; F = -3; G = 12; H = 1.5; I = -5

11) CCC(=NCc1ccco1)c1c(O)n(-c2ccccc2)c(=O)[nH]c1=O
  A = 1; B = -1; C = 11; D = 20; E = 1; F = -2; G = -118; H = 0.8; I = 10

12) O=c1cc(CN2CC=C(c3ccccc3)CC2)c2c(ccc3ccccc32)o1
  A = 12; B = 0; C = -3; D = 13; E = -4; F = 1; G = 14; H = -2.0; I = 21

13) Clc1cccc(N2CCNCC2)n1
  A = 7; B = -3; C = 0; D = 5; E = 2; F = 0; G = -3; H = 2.0; I = 4

14) CC[N+](CC)(CC)CCCOC(=O)C(O)(c1ccccc1)C1CCCCC1 (centres undefined)
  A = -9; B = -4; C = -1; D = -5; E = 1; F = 2; G = 6; H = 1.2; I = 4

15) O=C(O)c1ccccc1NC(=O)C1C2CCC(O2)C1C(=O)O (centres undefined)
  A = 40; B = -1; C = -8; D = 4; E = ·; F = -2; G = 1; H = 0.7; I = 12

16) O=c1[nH]c(=O)n(-c2ccccc2)c(O)c1N=Nc1ccc(Br)cc1
  A = 20; B = -1; C = 8; D = 3; E = 0; F = -3; G = 11; H = 1.9; I = 15

17) CCN1CCN(c2nc3c(c(=O)[nH]2)CCC3)CC1
  A = 6; B = 3; C = 8; D = 6; E = 0; F = -6; G = 17; H = -0.1; I = 9

18) Oc1ccc2c3c1O[C@H]1c4[nH]c5ccccc5c4C[C@@]4(O)[C@@H](C2)N(CC2CC2)CC[C@]314
  A = 36; B = -1; C = 10; D = 6; E = -1; F = -9; G = -2; H = 2.7; I = 27

19) CCOCCCn1c(N)c(C(=O)Nc2sc3c(c2C(=O)OC)CCCC3)c2nc3ccccc3nc21
  A = 50; B = 2; C = 4; D = 17; E = 17*; F = 0; G = 6; H = 0.7; I = 12

20) Cc1cccc(-n2c(O)c(/C=N/N3CCOCC3)c(=O)[nH]c2=S)c1
  A = 16; B = -2; C = -4; D = 1; E = -1; F = -3; G = 2; H = 1.2; I = 7

21) CCOc1ccc(N2C(=O)NC(=O)/C(=C\c3ccccc3[N+](=O)[O-])C2=O)cc1
  A = -26; B = -3; C = 8; D = 14; E = -2; F = -6; G = 13; H = -0.3; I = -5

22) CN1CCN(C(=O)COc2ccc(S(=O)(=O)Nc3ccc(F)cc3)cc2)CC1
  A = -12; B = -1; C = -8; D = 6; E = 0; F = -2; G = -14; H = 0.7; I = 12

23) COC(=O)C1=C(c2ccccc2)C[C@@H]2CC[C@H]1N2C(=O)NCc1ccco1
  A = 10; B = -5; C = 16; D = 2; E = 0; F = 1; G = -18; H = -2.1; I = 6

24) COc1cccc(CCNCc2cccc(C(F)(F)F)c2)c1
  A = -26; B = -1; C = 7; D = -8; E = -1; F = -1; G = 3; H = 1.2; I = 23

25) CN(C)[C@@H]1C(=O)C(C(N)=O)=C(O)[C@@]2(O)C(=O)C3=C(O)c4c(O)cccc4[C@@](C)(O)[C@H]3[C@H](O)[C@@H]12
  A = 22; B = 12; C = -3; D = 1; E = -8&-6; F = -5; G = -8; H = 0.2; I = 14

Four compounds already listed, arranged by length of the SMILES, rising:
Field names: A = Mdm2-MdmX inh; B = APJ agonist; C = tim10-1 inh; D = TIM10 inh; E = NR3A LBD binder; F = UPR XBP1 act; G = tim23-1 inh; H = CHOP UPR activ; I = NLRP3 yeast inh
5) Cc1cccc(C#N)c1
  A = 8; B = -2; C = -7; D = 4; E = 2; F = -2; G = -11; H = 0.0; I = -1

17) CCN1CCN(c2nc3c(c(=O)[nH]2)CCC3)CC1
  A = 6; B = 3; C = 8; D = 6; E = 0; F = -6; G = 17; H = -0.1; I = 9

4) CCCCOc1ccc(CC2C(=O)N(C)C(=O)N(C)C2=O)cc1
  A = 9; B = -1; C = 21; D = -9; E = 0; F = -2; G = -1; H = 0.6; I = 15

25) CN(C)[C@@H]1C(=O)C(C(N)=O)=C(O)[C@@]2(O)C(=O)C3=C(O)c4c(O)cccc4[C@@](C)(O)[C@H]3[C@H](O)[C@@H]12
  A = 22; B = 12; C = -3; D = 1; E = -8&-6; F = -5; G = -8; H = 0.2; I = 14

The list continues:
Under each structure – Mdm2-MdmX inh	APJ agonist	tim10-1 inh	TIM10 inh	NR3A LBD binder	UPR XBP1 act	tim23-1 inh	CHOP UPR activ	NLRP3 yeast inh
26: Cc1ccc(N)c(N)c1
→ 17	0	-14	1	-1	-3	0	0.4	9
27: Cc1ccc2c(c1)N(C(=O)CCC(=O)N1CCC3(CC1)OCCO3)CCO2
→ -3	0	-8	0	0	-3	-7	-0.3	8
28: O=C(CCN1CCCCC1)Nc1ccc(Cl)cc1C(=O)c1ccccc1
→ 17	3	-12	11	0	-3	17	0.4	21
29: Cc1ccc(Cn2c(C)c3cnn(CC(=O)N4CCC5(CC4)OCCO5)c(=O)c3c2C)cc1
→ 0	-2	0	0	-1	-2	-4	-0.4	-1
30: Cc1cc(C(=O)Nc2ccccc2)nn1C(C)(C)C
→ -15	0	21	11	4	2	12	3.0	27
31: O=c1c2ccccc2nc(/C=C/c2ccc(F)cc2)n1-c1ccccn1
→ 40	1	7	13	3	3	12	1.2	6
32: O=C(CNS(=O)(=O)c1ccc(Br)s1)N1CCC2(CC1)OCCO2
→ -44	-2	14	7	0	-1	7	1.7	2
33: C=CCN1CC[C@]23c4c5ccc(O)c4OC2C(O)C=CC3[C@H]1C5 (some centres undefined)
→ 12	-4	-10	3	0	-1	-3	5.3	13
34: Cc1c(N=Cc2c(O)n(Cc3ccco3)c(=O)[nH]c2=O)c(=O)n(-c2ccccc2)n1C
→ 5	-3	-5	-12	0	-2	-5	-4.1	10
35: CC(=O)c1cc(C#N)c(N2CCN(C)CC2)nc1C
→ -12	-1	-2	8	0	3	0	1.5	-6

Numbers 32–33, reprinted for reference:
Under each structure – Mdm2-MdmX inh	APJ agonist	tim10-1 inh	TIM10 inh	NR3A LBD binder	UPR XBP1 act	tim23-1 inh	CHOP UPR activ	NLRP3 yeast inh
32: O=C(CNS(=O)(=O)c1ccc(Br)s1)N1CCC2(CC1)OCCO2
→ -44	-2	14	7	0	-1	7	1.7	2
33: C=CCN1CC[C@]23c4c5ccc(O)c4OC2C(O)C=CC3[C@H]1C5 (some centres undefined)
→ 12	-4	-10	3	0	-1	-3	5.3	13

(continued)
Under each structure – Mdm2-MdmX inh	APJ agonist	tim10-1 inh	TIM10 inh	NR3A LBD binder	UPR XBP1 act	tim23-1 inh	CHOP UPR activ	NLRP3 yeast inh
36: COc1ccc(OC)c(N2C(=O)/C(=C/c3ccco3)C(=O)NC2=S)c1
→ 26	-3	5	16	1	-4	9	0.3	29
37: CN1C(=O)C(=Cc2cn(CC#N)c3ccccc23)C(=O)N(C)C1=O
→ 20	3	9	-13	3	1	12	-2.1	19
38: O=C(c1ccc2c(c1)OCO2)C1CCCN(Cc2c(F)cccc2Cl)C1 (centres undefined)
→ 2	-2	-2	-9	1	-4	3	1.3	18
39: CCOC(=O)c1cc(C)sc1/N=C/C1C(=O)NC(=S)NC1=O
→ -26	-4	0	3	2	-1	1	0.8	12
40: CCc1nnc(NS(=O)(=O)c2ccc(N=Cc3c(O)n(-c4ccc(Cl)cc4)c(=O)[nH]c3=O)cc2)s1
→ -17	0	13	9	-17	3	7	-1.4	14
41: CCN1C(=O)NC(=O)/C(=C\c2ccc(N3CCOCC3)cc2OC)C1=O
→ 22	-1	13	-17	·	-2	14	-0.2	11
42: O=C(N/N=C/c1c(O)n(Cc2ccc(F)cc2)c(=O)[nH]c1=O)c1ccccc1O
→ 23	-3	9	-33	6	-3	1	-0.2	19
43: O=C1NC(=O)N(c2ccc(Br)cc2)C(=O)/C1=C/c1ccsc1
→ 18	0	12	-19	-2	3	8	0.1	5
44: O=C(Nc1c(F)cc(F)cc1F)c1cccn(Cc2ccccc2)c1=O
→ -3	2	32	4	-2	5	28	-0.1	19
45: CCc1nc2ccccc2c(=O)n1-c1ccccc1OC
→ 12	-3	12	-5	-3	0	15	-1.8	15
46: CCCCn1c(O)c(C(C)=NC(Cc2c[nH]c3ccccc23)C(=O)OC)c(=O)[nH]c1=O (centres undefined)
→ 4	-3	15	-15	-2	1	7	0.1	6
47: Cc1ccc(C2CC3CCC(C2)N3Cc2ccccc2F)cc1 (centres undefined)
→ 15	-6	-30	-79	0	2	-59	-0.5	13
